Screening data: PubChem, several laboratories
SARS 3CLpro inh: SARS-CoV 3CLpro protease inhibition | P0C6X7 | recombinant SARS-CoV 3CLpro, quenched FRET peptide cleavage | inhibition, % at 6 µM | actives 0.14% (n = 290,000) | AID 1706; in the data active = inhibition above about 12%
BoNT A protease: blocks Botulinum neurotoxin A light chain protease; multiplex microsphere protease substrate cleavage, flow cytometry; inhibition, % at 10 µM; actives 0.17% (n = 360,000); also: plate controls were buffer without enzyme for full effect and enzyme alone for no effect
SSB-PriA inh: blocks PriA binding to SSB C-terminal tail; AlphaScreen SSBct-PriA binding, biotinylated peptide; inhibition, % at 33 µM; actives 0.6% (n = 430,000); AID 1272365; in the data active = inhibition mostly above about 37%, no sharp cut-off; inactive = mostly below about 20%;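 also: plate controls were negative control peptide for no effect and reference peptide for full effect; strong numbers were not always called active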
TcdB GH inh: blocks C. difficile toxin B glycohydrolase activity. AID 652162. P18177. inhibition, % at 9.99 µM. TcdB glycohydrolase enzymatic assay, plate reader. actives 0.24% (n = 350,000); in the data active = inhibition above about 10%
Vc quorum ag: quorum light induction in luxS cqsA deficient V. cholerae. AID 588436. V. cholerae BH1578 lux reporter, luminescence, 6 h. actives 0.16% (n = 350,000). activation, % at 18.7 µM; in the data active = activation mostly above about 9.7%, no sharp cut-off; also: not every result past the cut was called active; inactives centre near 0; reference of the scale not given here
Yp Topo-I inh: Y. pestis Topo-I inhibition via cleavage products; Y. pestis Topo-I cleavage product accumulation, plate reader; activity, % at 10 µM; actives 0.064% (n = 360,000); AID 504884; in the data active = activity above about 50%, passing the limit was not always enough; also: inactives centre near 2
PrPC surface inh: reduces human prion protein on the cell surface; P04156; cell surface PrPC, TR-FRET read-out; inhibition, % at 13.8 µM; actives 0.43% (n = 370,000); AID 720596; in the data active = inhibition above about 24%; also: 0% = median of the test wells and 100% = reference compound wells
PfHsp40 rescue: rescue of PfHsp40-mediated yeast toxicity; S. cerevisiae expressing PfHsp40, growth rescue, ATP luminescence; growth rescue, % at 12.5 µM; actives 0.68% (n = 340,000); in the data active = growth rescue above about 28%, passing the limit was not always enough;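 also: yeast W303a lacking pdr1 and pdr3 grown in galactose medium; growth measured after three days at 30 °C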
Anthrax LF inh2: blocks Bacillus anthracis lethal factor protease. multiplex microsphere protease cleavage assay, LF. AID 588501. P15917. inhibition, % at 10 µM. actives 0.12% (n = 360,000); also: plate controls were buffer without enzyme for full effect and enzyme alone for no effect
Target sequence (P15917 whole entry, looked up): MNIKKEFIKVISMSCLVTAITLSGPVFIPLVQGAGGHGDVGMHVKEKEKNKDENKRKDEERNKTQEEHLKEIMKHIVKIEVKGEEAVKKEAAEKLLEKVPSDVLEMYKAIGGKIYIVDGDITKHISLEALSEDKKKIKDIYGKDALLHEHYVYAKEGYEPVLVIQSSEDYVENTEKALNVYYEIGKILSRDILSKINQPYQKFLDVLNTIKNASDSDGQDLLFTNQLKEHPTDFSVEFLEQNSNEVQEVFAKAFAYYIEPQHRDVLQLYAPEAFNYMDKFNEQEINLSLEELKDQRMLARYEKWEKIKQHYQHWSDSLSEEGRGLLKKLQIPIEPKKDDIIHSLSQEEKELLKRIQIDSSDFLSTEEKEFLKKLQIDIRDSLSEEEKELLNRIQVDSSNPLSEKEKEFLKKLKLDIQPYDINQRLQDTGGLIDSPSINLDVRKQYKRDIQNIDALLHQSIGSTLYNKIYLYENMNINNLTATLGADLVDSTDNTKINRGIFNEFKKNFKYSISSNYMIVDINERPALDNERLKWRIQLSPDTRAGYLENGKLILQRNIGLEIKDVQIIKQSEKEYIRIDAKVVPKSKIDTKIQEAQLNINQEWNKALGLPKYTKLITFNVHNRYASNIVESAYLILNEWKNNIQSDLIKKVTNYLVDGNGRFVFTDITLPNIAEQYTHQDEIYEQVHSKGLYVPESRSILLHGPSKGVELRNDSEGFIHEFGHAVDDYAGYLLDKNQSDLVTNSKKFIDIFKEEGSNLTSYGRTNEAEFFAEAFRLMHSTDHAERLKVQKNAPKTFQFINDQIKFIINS
The depositor's hits bear a star; i = inactive; / = no result given; & = joins results of further samples. Rule as the data show it, unless noted: active = inhibition above about 30%; inconclusive = no clear call, values can overlap the other calls; inactive = below that.

Short keys: A = SARS 3CLpro inh; B = BoNT A protease; C = SSB-PriA inh; D = TcdB GH inh; E = Vc quorum ag; F = Yp Topo-I inh; G = PrPC surface inh; H = PfHsp40 rescue; I = Anthrax LF inh2
1) Cc1ccc(S(=O)(=O)N2CCN(C(=O)c3cccc(F)c3)CC2)cc1
  A: 1	B: 0.1	C: -12	D: /	E: -0.3	F: 5	G: 10	H: -0.8	I: -3

2) Cc1cccc(N2CCN(C(=S)Nc3ccc4nc5n(c(=O)c4c3)CCCCC5)CC2)c1C
  A: 0	B: -0.3	C: -1	D: -0.2	E: -0.4	F: 0	G: 1	H: 0.0	I: 0

3) COc1ccc(CN(C(=O)CSc2nnc(-c3ccc(F)cc3)o2)c2ccc(F)cc2)cc1
  A: 0	B: 0.0	C: -2	D: -2.1	E: -11	F: 39	G: 13	H: 7.0	I: -2

4) COc1ccc(-c2ccc(SCC(=O)N3CCOCC3)nn2)cc1
  A: 3	B: 1.3	C: -7&-7	D: 0.2	E: -0.2	F: 3	G: -6	H: 0.1	I: -3

5) O=c1oc(-c2ccc([N+](=O)[O-])cc2)nc2ccccc12
  A: 5	B: 0.3	C: 6	D: 5.2	E: i	F: 1	G: -38	H: -1.9	I: -8

6) Cc1[nH]c2ccccc2c1C(=O)CSC(=S)N(C)C
  A: 2	B: 0.0	C: -14	D: /	E: 0.0	F: -4	G: 5	H: -0.2	I: 0

7) Cc1nn(-c2ccccc2)nc1C(=O)NNC(=O)c1cccc2ccccc12
  A: 0	B: -0.7	C: -4	D: 1.0	E: -0.1	F: 1	G: -2	H: -0.7	I: -2

8) O=C(NNC(=O)c1ccccc1Br)c1ccc2nc[nH]c2c1
  A: -1	B: 0.3	C: -2	D: 1.1	E: -0.1	F: 5	G: -5	H: -0.3	I: -2

9) CSc1ccc(C(O)c2ncc(-c3cccc(F)c3)[nH]2)cc1 (stereo not given)
  A: /	B: 0.0	C: /	D: 0.9	E: 3.3	F: -3	G: 3	H: /	I: -2

10) CC1CC(C)CN(C(=O)C2CC(=O)N(c3ccc(F)cc3)C2)C1 (stereo not given)
  A: -2	B: -0.8	C: -5	D: -4.9	E: -0.9	F: 0	G: 9	H: -0.3	I: 2

11) CC1CCC/C(=C\Nc2ccc(C(=O)O)c(O)c2)C1=O (stereo not given)
  A: 3	B: -0.1	C: /	D: 0.2	E: -0.7	F: 0	G: 7	H: -1.0	I: -4

12) COCCCNC(=O)CSc1c2c(nc3ccc(Cl)cc13)CCCC2
  A: -4	B: -0.5	C: -7	D: 0.2	E: -0.3	F: -4	G: 2	H: 0.2	I: 1

13) O=S(=O)(NC1=NCCC1)c1ccc(F)cc1
  A: 0	B: 1.1	C: -18	D: /	E: -1.7	F: -1	G: 4	H: -0.2	I: 0

14) CN(C)C1=NCCN1CCC1CCCC1
  A: -2	B: -0.6	C: -6	D: 0.4	E: i	F: -3	G: -4	H: -1.4	I: -1

15) CC1(C)N=c2ccc([N+](=O)[O-])c(N)c2=[N+]1[O-]
  A: 5	B: /	C: 7	D: 1.3	E: -0.4	F: 0	G: -40	H: 0.8	I: /

Record cards, as listed above. Order of values: SARS 3CLpro inh, BoNT A protease, SSB-PriA inh, TcdB GH inh, Vc quorum ag, Yp Topo-I inh, PrPC surface inh, PfHsp40 rescue, Anthrax LF inh2
`CC1CC(C)CN(C(=O)C2CC(=O)N(c3ccc(F)cc3)C2)C1` (stereo not given) is listed as -2, -0.8, -5, -4.9, -0.9, 0, 9, -0.3, 2
`Cc1nn(-c2ccccc2)nc1C(=O)NNC(=O)c1cccc2ccccc12` is listed as 0, -0.7, -4, 1.0, -0.1, 1, -2, -0.7, -2

Part of the list above in order of molecular weight, high to low:
Short keys: A = SARS 3CLpro inh; B = BoNT A protease; C = SSB-PriA inh; D = TcdB GH inh; E = Vc quorum ag; F = Yp Topo-I inh; G = PrPC surface inh; H = PfHsp40 rescue; I = Anthrax LF inh2
3) COc1ccc(CN(C(=O)CSc2nnc(-c3ccc(F)cc3)o2)c2ccc(F)cc2)cc1
  A: 0	B: 0.0	C: -2	D: -2.1	E: -11	F: 39	G: 13	H: 7.0	I: -2

4) COc1ccc(-c2ccc(SCC(=O)N3CCOCC3)nn2)cc1
  A: 3	B: 1.3	C: -7&-7	D: 0.2	E: -0.2	F: 3	G: -6	H: 0.1	I: -3

6) Cc1[nH]c2ccccc2c1C(=O)CSC(=S)N(C)C
  A: 2	B: 0.0	C: -14	D: /	E: 0.0	F: -4	G: 5	H: -0.2	I: 0

11) CC1CCC/C(=C\Nc2ccc(C(=O)O)c(O)c2)C1=O (stereo not given)
  A: 3	B: -0.1	C: /	D: 0.2	E: -0.7	F: 0	G: 7	H: -1.0	I: -4

The list goes on:
Short keys: A = SARS 3CLpro inh; B = BoNT A protease; C = SSB-PriA inh; D = TcdB GH inh; E = Vc quorum ag; F = Yp Topo-I inh; G = PrPC surface inh; H = PfHsp40 rescue; I = Anthrax LF inh2
16) CCOC(=O)N1CCN(S(=O)(=O)c2ccc(OCC)cc2)CC1
  A: 0	B: -0.2	C: -6	D: 0.3	E: i	F: 6	G: 2	H: -0.7	I: 2

17) C=CCn1c(SCc2ccc(F)cc2)nnc1-c1sc2nc(C)cc(C)c2c1N
  A: 5	B: -2.6	C: -8	D: 0.0	E: i	F: -11	G: -8	H: 0.0	I: -21

18) COC(=O)c1ccc(C(=O)N(C)C2CCCN(Cc3ccccc3F)C2)nc1 (stereo not given)
  A: 0	B: 1.2	C: -12	D: -0.1	E: -0.3	F: -11	G: -4	H: 0.4	I: 0

19) Cc1c(C(=O)N2CCCCC2)c(S(=O)(=O)NCCc2ccccc2)c(C)n1C
  A: -7	B: 0.2	C: -5	D: 0.6	E: i	F: -1	G: 3	H: -0.4	I: 0

20) Cc1cc(N2CCCCC2)nc(N2CCCCC2)n1
  A: 6	B: -0.3	C: 6	D: -0.5	E: -0.2	F: 4	G: 3	H: -1.1	I: 0

21) NS(=O)(=O)c1cccc(NC(=O)CSc2nnc(C3CC3)n2-c2ccccc2)c1
  A: /	B: -0.5	C: 1	D: 0.5	E: -0.1	F: 1	G: 4	H: 0.3	I: 3

22) COc1ccccc1N1CCN(C2CCN(C(=O)c3ccc(F)cc3)CC2)CC1
  A: 0	B: 0.7	C: 1	D: 0.5	E: -0.2	F: -4	G: 0	H: -1.5	I: 1

23) O=C(Nc1nnc([C@@H]2C[C@H](O)[C@@H](CO)O2)s1)NC(c1ccccc1)c1ccccc1
  A: /	B: 0.6	C: /	D: 0.5	E: i	F: 1	G: -5	H: /	I: -3

24) COc1cc(/C(C)=N\NC(=O)CSc2nc3ccccc3n2C)ccc1O
  A: 2	B: 0.0	C: /	D: 8.2	E: 0.1	F: 8	G: -8	H: -1.4	I: -1

25) O=C1C2CCCN2C(=O)N1CCCN1CCN(c2cccc(Br)c2)CC1 (stereo not given)
  A: 5	B: 0.9	C: -12	D: -0.6	E: -0.9	F: 2	G: -2	H: -0.9	I: 14

26) CCN(CC)S(=O)(=O)c1cccc(-c2n[nH]c(=S)n2CC(C)C)c1
  A: -6	B: -0.7	C: -2	D: 2.1	E: 0.3	F: 7	G: -3	H: -0.7	I: -3

27) CCOC(=O)C1=C(N)N2C(=O)C(C)SC2=C(C(=O)OCC)C1c1ccccc1 (stereo not given)
  A: -2	B: -0.4	C: -3	D: /	E: 0.5	F: 2	G: 2	H: -0.1	I: 1

28) CCn1c(C)nc2cc(C(=O)N/N=C/c3ccc(O)c(O)c3O)ccc21
  A: 6	B: -3.1	C: /	D: -1.0	E: -0.2	F: -14	G: 7	H: -1.5	I: -3

29) Nc1ccc(S(=O)(=O)c2ccc(NC(=O)c3cccnc3)cc2)cc1
  A: /	B: 0.1	C: -12	D: 0.2	E: i	F: -3	G: -5	H: -0.9	I: -4

30) CC(C)(C)C1CCc2c(sc(NC(=O)CSc3ncn[nH]3)c2C#N)C1 (stereo not given)
  A: 4	B: 0.4	C: -4	D: /	E: i	F: -3	G: -4	H: 0.6	I: -6

Pulled by structure from the entries so far:
Short keys: A = SARS 3CLpro inh; B = BoNT A protease; C = SSB-PriA inh; D = TcdB GH inh; E = Vc quorum ag; F = Yp Topo-I inh; G = PrPC surface inh; H = PfHsp40 rescue; I = Anthrax LF inh2
20) Cc1cc(N2CCCCC2)nc(N2CCCCC2)n1
  A: 6	B: -0.3	C: 6	D: -0.5	E: -0.2	F: 4	G: 3	H: -1.1	I: 0

16) CCOC(=O)N1CCN(S(=O)(=O)c2ccc(OCC)cc2)CC1
  A: 0	B: -0.2	C: -6	D: 0.3	E: i	F: 6	G: 2	H: -0.7	I: 2

Remaining list, next part.
Short keys: A = SARS 3CLpro inh; B = BoNT A protease; C = SSB-PriA inh; D = TcdB GH inh; E = Vc quorum ag; F = Yp Topo-I inh; G = PrPC surface inh; H = PfHsp40 rescue; I = Anthrax LF inh2
31) COC(=O)C1=C(CN2CCCc3ccccc32)NC(=O)NC1c1ccc(F)cc1 (stereo not given)
  A: -1	B: 2.5	C: 20	D: /	E: -4.2	F: 2	G: -7	H: 0.5	I: -1

32) COc1ccc(C(=O)OCC(=O)Nc2nc3c(F)c(F)c(F)cc3s2)cc1OC
  A: -5	B: 0.4	C: -11	D: -0.3	E: i	F: 2	G: 2	H: 0.1	I: -6

33) CCOC(=O)c1c(NC(=O)COC(=O)CCCOc2ccc(OC)cc2)sc(C(=O)NC)c1C
  A: /	B: -2.8	C: -11	D: 1.2	E: -0.9	F: -2	G: -3	H: 1.2	I: -2

34) Cn1cnnc1SCC(=O)Nc1ccc(S(=O)(=O)N2CCOCC2)cc1
  A: /	B: -0.9	C: -3	D: 1.8	E: i	F: 2	G: 2	H: -0.1	I: -7

35) Cc1ccccc1NC(=O)c1ccc2c(c1)CCN2S(C)(=O)=O
  A: -1	B: -8.0	C: -12	D: 1.2	E: i	F: 5	G: -9	H: -0.7	I: 2

36) COc1ccccc1N1CCN(C(=O)c2[nH]c(C(F)(F)F)nc2-c2ccccc2)CC1
  A: /	B: -0.2	C: /	D: 0.0	E: /	F: /	G: 4	H: /	I: -6

37) Cc1ccc(S(=O)(=O)N2CCN(C(=O)c3ccc(N4CCCCC4)c([N+](=O)[O-])c3)CC2)cc1
  A: 5	B: -1.7	C: 31	D: 1.7	E: i	F: 26	G: -8	H: 1.0	I: -2

38) CC(=O)OCC1=C(C(=O)O)N2C(=O)C(NC(=O)C(C)Cn3nc(C)c(Cl)c3C)C2SC1 (stereo not given)
  A: 0	B: -0.2	C: -5	D: -0.5	E: -0.2	F: 3	G: 3	H: -1.2	I: -1

39) O=C(Cc1csc(-c2ccccc2)n1)NCC(=O)Nc1ccc(F)c(F)c1F
  A: /	B: 0.2	C: 0	D: -0.4	E: i	F: -2	G: 0	H: 9.5	I: -1

40) CC(=O)Nc1cccc(NC(=O)C(F)(F)F)c1
  A: -1	B: 0.2	C: -14	D: -0.3	E: i	F: 0	G: 7	H: -0.8	I: 2

41) COc1ccc(OCc2ccc(C(=O)N3CCOCC3)cc2)cc1
  A: 1	B: -1.2	C: -4	D: 0.9	E: 1.5	F: 5	G: 0	H: -1.9	I: 2

42) COc1cc(C(C)=O)ccc1OCC(O)Cn1nc(C)c(C(C)=O)c1C (stereo not given)
  A: -1	B: -1.0	C: -2	D: -0.8	E: -0.2	F: 0	G: -6	H: 0.8	I: -14

43) O=C(NCc1cccc(F)c1)C1CCC(=O)N(CCc2cccc(F)c2)C1 (stereo not given)
  A: 0	B: 0.2	C: -20	D: 0.1	E: i	F: -1	G: 1	H: -2.1	I: -4

44) CCOC(=O)C1=CN(Cc2ccco2)S(=O)(=O)N(CC)C1c1ccccc1 (stereo not given)
  A: /	B: -0.2	C: 7	D: 0.5	E: i	F: 15	G: -2	H: -1.7	I: -3

45) Cc1ccc(CSCCC(=O)NCCC2=CCCCC2)cc1
  A: 0	B: 0.2	C: -9	D: /	E: -0.2	F: 41	G: 4	H: 10	I: 1

46) COc1ccc(C(=O)Nc2ccc(N3CCOCC3)cc2)cc1S(=O)(=O)NC1CCCC1
  A: 2	B: -0.2	C: 0	D: 1.1	E: -3.2	F: 3	G: 2	H: 1.5	I: -8

47) CCOc1ccc(NC(=O)C2CCN(S(=O)(=O)c3cccs3)CC2)cc1
  A: -1	B: 1.9	C: -9	D: 0.1	E: -0.3	F: 3	G: 12	H: 0.8	I: 0

As entered above.
entry 13 in PfHsp40 rescue reads -0.2
entry 14 in Yp Topo-I inh reads -3
entry 11 in Anthrax LF inh2 reads -4

An excerpt, so the mix of outcomes need not match the whole.
